Screening results as filed in PubChem.
CIT2 TOR yeast: modulators of TOR pathway CIT2-GFP in S. cerevisiae. GFP response vs DMSO, % at 10 µM. actives 0.065% (n = 320,000). S. cerevisiae CIT2-GFP strain, flow cytometry, 3 h; 100 means same as DMSO wells;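 active means GFP response relative to DMSO above a set limit, near the screen mean plus 3 SD, cut at about 150% in these data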;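 further: ratio of well median GFP fluorescence to mean of DMSO wells on the plate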
RPL19A-GFP yeast: modulators of TOR pathway RPL19A-GFP in S. cerevisiae; S. cerevisiae RPL19A-GFP strain, flow cytometry, 3 h; hits give low values; percent response vs DMSO, % at 10 µM; actives 0.3% (n = 330,000); AID 2025;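 active means percent response vs DMSO below 50%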;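 further: median channel GFP fluorescence of the barcoded RPL19A-GFP strain; ratio of sample median GFP to plate DMSO average so 100% = DMSO; lower means less RPL19A-GFP as with rapamycin TOR inhibition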
proCasp3 act: activates human procaspase-3; activation, % at 8.5 µM; actives 0.11% (n = 330,000); P42574; recombinant procaspase-3 D3A, Ac-DEVD-pNA absorbance 405 nm; AID 463141;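 active means activation above the mean of all tested compounds plus 3 SD, cut at about 21% in these data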;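 further: 0% = DMSO alone and 100% = DMSO wells spiked with extra 5 µM PC-3 D3A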
Target sequence (P42574 whole entry D9A/D28A/D175A): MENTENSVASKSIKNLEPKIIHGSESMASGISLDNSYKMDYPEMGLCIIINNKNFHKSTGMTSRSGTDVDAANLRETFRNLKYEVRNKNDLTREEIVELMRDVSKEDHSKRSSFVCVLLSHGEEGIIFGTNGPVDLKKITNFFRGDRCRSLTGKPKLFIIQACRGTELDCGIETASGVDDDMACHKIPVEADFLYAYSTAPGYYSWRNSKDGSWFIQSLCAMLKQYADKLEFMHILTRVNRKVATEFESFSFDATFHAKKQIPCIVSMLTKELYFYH
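Assay system – Procaspase-3 D3A mutant · Benchmarks – DMSO low control, extra-enzyme high control · Technique – 405 nm absorbance of p-nitroaniline, reads at 0 and 120 min · Doses – 8.5 µM nominal · Measure – % activation between DMSO and enzyme-spiked controls · Also added – Ac-DEVD-pNA chromogenic peptide substrate · Schedule – 1 h compound preincubation, 2 h substrate hydrolysis at 25 °C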
MEP2-GFP yeast: modulators of TOR pathway MEP2-GFP in S. cerevisiae; S. cerevisiae MEP2-GFP strain, flow cytometry GFP, 3 h; 100% = DMSO control level; actives 0.51% (n = 330,000); AID 2016; GFP response vs DMSO, % at 10 µM;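 active means GFP response versus DMSO above a set limit, roughly screen mean plus 3 SD, cut at about 180% in these data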;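 further: median GFP fluorescence of the barcode-gated MEP2-GFP cells per well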
procasp7 counter: activates human procaspase-7, counter-screen for procaspase-3 activators. P55210. recombinant procaspase-7, Ac-DEVD-pNA absorbance 405 nm; D23A/D198A/D206A triple mutant, cannot self-cleave; scale: DMSO 0, 5 µM enzyme 100. activation, % at 8.5 µM. actives 0.093% (n = 330,000). AID 463210;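 active means percent activation above the screen-wide mean plus 3 SD, cut at about 25% in these data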
Target sequence (P55210 whole entry D23A/D198A/D206A): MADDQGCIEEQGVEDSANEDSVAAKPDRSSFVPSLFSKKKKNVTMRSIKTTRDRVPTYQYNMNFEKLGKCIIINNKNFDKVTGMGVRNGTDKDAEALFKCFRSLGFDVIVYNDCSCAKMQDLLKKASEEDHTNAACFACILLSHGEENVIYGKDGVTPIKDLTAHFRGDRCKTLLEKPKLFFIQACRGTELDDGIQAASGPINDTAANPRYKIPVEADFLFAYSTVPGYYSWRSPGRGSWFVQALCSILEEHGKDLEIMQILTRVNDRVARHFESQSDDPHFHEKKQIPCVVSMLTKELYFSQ
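signal = Epi-absorbance of released pNA at 405 nm, two timepoints | assay system = Uncleavable procaspase-7 mutant enzyme | reagent = Ac-DEVD-pNA substrate, 400 µM as added | times = 1 h enzyme–compound preincubation and 2 h substrate reaction, both 25 °C | benchmarks = low DMSO alone, high DMSO plus 5 µM PC-7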
AHR act: activators of human aryl hydrocarbon receptor; actives 2.5% (n = 320,000); AHR-responsive luciferase reporter cells, luminescence; activation, % at 5 µM; P35869; in the data active means activation above about 47%;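 further: 0% = vehicle wells and 100% = reference agonist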
LAP4 TOR yeast: yeast TOR pathway LAP4-GFP modulation; actives 0.34% (n = 320,000); GFP response vs DMSO, % at 10 µM; S. cerevisiae LAP4-GFP multiplex, flow cytometry GFP, 3 h; median GFP as percent of DMSO wells; AID 2023;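 active means GFP response vs DMSO above a set limit, about the screen mean plus 3 SD, cut at about 150% in these data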
AGP1 TOR yeast: alters AGP1-GFP fluorescence in TOR pathway yeast screen; actives 0.02% (n = 320,000); AID 2066; S. cerevisiae AGP1-GFP multiplex flow cytometry, 3 h; GFP as percent of DMSO wells; GFP response vs DMSO, % at 10 µM;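 active means GFP response relative to DMSO above a set limit, near screen average plus 3 SD, cut at about 150% in these data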;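 further: median GFP channel fluorescence of the gated AGP1 strain per well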
* marks the source's active call; other numbers are inactive results; x = not tested or not shown; [ ] = another dose, or the depositor's remark.

item	SMILES	CIT2 TOR yeast	RPL19A-GFP yeast	proCasp3 act	MEP2-GFP yeast	procasp7 counter	AHR act	LAP4 TOR yeast	AGP1 TOR yeast
1	Cc1n[nH]c(C)c1CCNC(=O)C1CCC(=O)N(Cc2ccccc2F)C1 (configuration not stated)	92	98	3	91	11	0	90	93
2	COc1ccc(CCNC(=O)C23CN(Cc4ccccc4)CC2C(c2ccc([N+](=O)[O-])cc2)=NO3)cc1 (configuration not stated)	90	104	-3	92	9	-1	102	95
3	O=C(Nc1ccc(Cl)cc1)N1CCSCC1	102	101	0	104	3	-2	99	93
4	CCOC(=O)c1ccc(S(=O)(=O)Nc2ccc3cn[nH]c3c2)cc1	93	96	-4	97	5	20	105	93
5	Cc1nnc(SCc2nnc(-c3ccccc3Br)o2)n1-c1ccccc1	92	95	-7	100	-2	2	102	97
6	CCOC(=O)c1nnn(CC(=O)Nc2cccc(F)c2)c1C(=O)OCC	99	94	-10	99	1	3	95	99
7	O=C(CCCCCN1C(=O)c2ccccc2C1=O)Oc1ccc2c3c(c(=O)oc2c1)CCC3	96	104	-1	105	4	-6	92	99
8	O=C(NCC1CCCO1)C1CCN(S(=O)(=O)c2ccccc2)CC1 (configuration not stated)	93	102	2	100	12	23	96	95
9	CCOc1ccccc1NC(=O)C1C2C=CC(C2)C1C(=O)O (configuration not stated)	106	111	0	114	10	1	110	116
10	COc1ccc(CCNC(=O)CSc2nc(-c3ccc(OC)c(OC)c3)ccc2C#N)cc1	98	106	1	99	-9	8	95	102
11	Cc1ccc(C(=O)NCCSC2CCCCC2)cc1S(=O)(=O)Nc1ccccc1	104	94	4	98	8	1	97	103
12	CCN(CC)S(=O)(=O)c1cc(NC(=O)COc2ccc(C#N)cc2OC)ccc1C	103	109	9	111	-10	-2	103	112
13	Cc1ccc(-c2nn(-c3ccccc3)cc2/C=C(\C#N)c2cccc(C#N)c2)o1	97	105	-15	104	-6	9	107	x
14	CS(=O)(=O)N1CCN(c2ccccc2NC(=O)Cc2ccccc2)CC1	110	105	10	106	-7	0	113	x
15	CCN(Cc1ccncc1)C(=O)CCc1nnc(CCc2ccc(OC)cc2)o1	92	94	-3	105	-3	2	96	96
16	C=C(C)[C@@H]1CC=C(CN2CCC(CCOC)(C(=O)OCC)CC2)CC1	98	97	4	102	7	1	95	99
17	CCN1CCN(C(CNS(=O)(=O)c2ccc(OC)c(C)c2)c2cccnc2)CC1 (configuration not stated)	116	102	-4	101	1	5	103	103
18	Cc1cc(C)c2nc3nc(C)cc(C)c3c(N)c2c1	76	52	-7	161	0	37	90	23
19	CCOC1(OCC)N=C(N)C2(C#N)C(c3ccc(NC(C)=O)cc3)C12C#N (configuration not stated)	103	101	-5	97	2	-1	102	101
20	CCN(CC)c1cc(C)c(C#N)c2nc3ccccc3n12	91	97	-6	99	1	-2	105	99
21	Cn1c(/C(C#N)=C/c2ccncc2)nc2ccccc21	94	98	3	92	2	3	95	92
22	C=CCN(C(=O)CCC(=O)Nc1cc(C)on1)C(C(=O)NC1CCCC1)c1ccc(OC)cc1OC (configuration not stated)	103	102	-4	106	-1	4	99	103
23	Cc1cc(-c2cc(C(=O)Nc3ccccc3)on2)nc(NC2CCCC2)n1	89	107	13	99	4	7	116	91
24	O=C(O)c1ccc(CSc2nnc(-c3cccnc3)n2-c2ccc(Br)cc2)cc1	105	102	-6	106	2	-2	101	105
25	Cc1ccc(Oc2ccc(-c3nc(N)nc(N)n3)cc2)cc1	90	91	-2	90	3	5	90	83
26	CC(=O)c1cccc(OC(=O)C2=CC=CN3CCS(=O)(=O)N=C23)c1	107	106	7	108	-17	0	105	108
27	CN1C(=O)C(O)(C2OC(C)(C)CCC2=O)c2ccccc21 (configuration not stated)	100	97	7	98	-4	0	98	104
28	Cc1cc(F)ccc1S(=O)(=O)N1CCCOC1CNC(=O)C(=O)NCCCN1CCOCC1 (configuration not stated)	85	103	11	90	0	0	78	86
29	Cc1ccc(NC(=O)c2oc3ccccc3c2NC(=O)c2ccc3c(c2)OCO3)cc1	109	104	1	116	2	7	110	103
30	COc1cccc2c(SCC(=O)N/N=C/c3ccc(O)c(O)c3)cc(C)nc12	105	102	-2	109	-11	12	109	106
31	CCOc1ccccc1/C=N/N1CCN(Cc2ccccc2)CC1	99	105	3	107	-14	0	94	98
32	COc1ccccc1Nc1nc2nonc2[nH]c1=O	107	107	-7	104	1	15	85	95
33	O=C(CCSCc1ccccc1F)N1CCN(c2ccccn2)CC1	103	98	-5	101	15	7	98	97
34	CC1=C(C(=O)Nc2ccccc2C(F)(F)F)C(c2ccc(C)s2)NC(=S)N1 (configuration not stated)	93	96	-8	98	1	1	93	96
35	CCCC(CCC(=O)OC)(C(=O)OCC)c1csc(N)n1 (configuration not stated)	102	104	6	105	5	0	107	106
36	COC(=O)C(Cc1csc2ccc(Cl)cc12)NC(=O)c1ccc(Cl)cc1 (configuration not stated)	98	94	4	93	-6	0	114	106
37	CCN(CC(=O)Nc1c(F)cccc1F)C(=O)c1cc(C)nc2ccccc12	96	98	6	100	1	8	95	100
38	COc1cccc(NC(=O)CN(C)C(C)C(=O)N2CCCC2)c1 (configuration not stated)	87	100	-1	97	-4	-1	99	98
39	CC(=O)C1=NN(c2ccc(Cl)cc2)C(c2ccc3c(c2)OCO3)N(C(C)=O)N1C (configuration not stated)	91	91	1	96	-1	7	101	105
40	O=C(O)C1C2CCC(O2)C1C(=O)Nc1ccc(F)cc1 (configuration not stated)	101	97	3	98	0	-1	101	100
41	COc1cc(NC(=O)c2ccccc2F)ccc1NC(=O)c1ccccc1Cl	108	107	-2	104	-6	-11	100	106
42	COc1cccc(OC)c1OCC(=O)Nc1ccc(S(=O)(=O)N2CCCC2)cc1	95	93	-5	92	-6	-1	104	99
43	CN(C)C(=O)CCSc1nnc(-c2ccncc2)o1	103	106	-2	102	2	-2	97	99
44	COc1ccc(-c2nc(=S)[nH][nH]2)cc1OC	98	105	-15	107	-17	2	100	97
45	CCOc1cc(-c2noc(CCC(=O)Nc3cccnc3)n2)ccc1OC	87	93	1	94	-8	1	85	100
46	COc1cc(OC)c2nc(C)c3c(c2c1)N(c1ccc(O)cc1)CC3	98	97	2	95	21	41	96	102
47	C#CCOCCOCCOCCNc1nc(N2CCN(C(=O)CCCCCCCCCCNC(=O)[C@H](CO)n3cc(CCCSC)nn3)CC2)nc(N2CCN(C(=O)CCCCCCCCCCNC(=O)[C@H](CCCCN)n3cc(CCO)nn3)CC2)n1	79	92	5	99	8	-1	101	98
48	COc1ccc(O)c(C(=O)c2cc(C#N)c(=O)n(CC3CCCO3)c2)c1 (configuration not stated)	105	94	0	108	-12	2	99	101

Some of the entries so far, in transposed form.
(42) COc1cccc(OC)c1OCC(=O)Nc1ccc(S(=O)(=O)N2CCCC2)cc1
(43) CN(C)C(=O)CCSc1nnc(-c2ccncc2)o1
(44) COc1ccc(-c2nc(=S)[nH][nH]2)cc1OC
(45) CCOc1cc(-c2noc(CCC(=O)Nc3cccnc3)n2)ccc1OC

Screen / compound no. | 42 | 43 | 44 | 45
CIT2 TOR yeast | 95 | 103 | 98 | 87
RPL19A-GFP yeast | 93 | 106 | 105 | 93
proCasp3 act | -5 | -2 | -15 | 1
MEP2-GFP yeast | 92 | 102 | 107 | 94
procasp7 counter | -6 | 2 | -17 | -8
AHR act | -1 | -2 | 2 | 1
LAP4 TOR yeast | 104 | 97 | 100 | 85
AGP1 TOR yeast | 99 | 99 | 97 | 100

Other entries:
item	SMILES	CIT2 TOR yeast	RPL19A-GFP yeast	proCasp3 act	MEP2-GFP yeast	procasp7 counter	AHR act	LAP4 TOR yeast	AGP1 TOR yeast
49	Cc1ccc(S(=O)(=O)NC(=NCc2ccccc2)c2ccc(F)cc2)cc1	x	94	0	86	1	0	71	91
50	Oc1ccc(/C=N/Nc2ccc3ccccc3c2)c(O)c1	106	100	0	108	-2	61*	103	102
51	COc1ccccc1CNC(=O)C(CC(C)C)NS(=O)(=O)c1ccc2c(c1)oc(=O)n2C (configuration not stated)	98	98	4	97	-3	0	99	102
52	Cc1ccc(C)c(OCCC(=O)NCCc2ccc(F)cc2)c1	93	99	3	96	7	-2	111	104
53	Cc1ccc(C(=O)C2=C(O)C(=O)N(Cc3cccnc3)C2c2ccc(OC(C)C)cc2)o1 (configuration not stated)	108	113	-30	108	-75	0	103	109
54	CC(C)c1ccc(NC(=O)C(c2ccc3c(c2)OCO3)N2CCC3(CC2)OCCO3)cc1 (configuration not stated)	108	103	-2	95	7	10	104	107
55	CCSc1nc2nc(C)cc(C)n2n1	88	93	-7	92	5	-2	90	91
56	CCOC(=O)Cc1csc(NC(=O)CCNS(=O)(=O)c2ccc3c(c2)CCC(=O)N3)n1	112	102	2	121	0	-2	101	109
57	Cc1cc(NC(=O)c2cc(-c3ccc(Br)cc3)on2)no1	100	108	5	107	0	7	96	105
58	Cc1cccc(NC(=O)CNC(=O)COC(=O)C2CC2C)c1C (configuration not stated)	102	97	3	102	5	-1	95	96
59	CCCC(=O)n1nc(-c2ccco2)nc1N	102	94	1	94	3	-2	93	94
60	CCOC(=O)COn1c(=O)c(-c2ccc(OC)cc2)[n+]([O-])c2ccccc21	105	104	10	104	7	2	99	104
61	CCc1cc2c(=O)c(-c3nc4ccccc4n3C)c(C)oc2c(CN2CCOCC2)c1O	99	93	3	103	9	-6	102	96
62	COCCn1c(C)cc(C(=O)CSc2ncn[nH]2)c1C	102	96	0	97	-1	5	88	100
63	COc1ccc(CNC(=O)COC(=O)c2n[nH]c3ccccc23)cc1OC	101	99	8	97	-7	8	91	100
64	CCOc1ccc(-n2cc(-c3ccccc3)c3c(N4CCOCC4)ncnc32)cc1	96	95	-7	97	1	18	106	99
65	Cc1ccc(C)c(N2CCN(C(=O)CCCN3C(=S)NC(C)(C)CC3C)CC2)c1 (configuration not stated)	108	103	-3	105	0	-2	107	105
66	CCN(CC)C1=NC=CC(c2ccccc2)=CC1C (configuration not stated)	93	96	5	100	2	-1	97	85
67	CC(=O)Nc1ccc(N/C=C/C(=O)c2ccccc2)cc1	97	102	-8	106	-10	-2	93	99
68	CCc1ccccc1N1C(=O)C2CC(C)=C(C)CC2C1=O (configuration not stated)	96	100	4	99	-3	0	97	99
69	COC(=O)c1c(NC(=O)/C=C/C(=O)O)sc(C)c1-c1ccc(C)cc1	93	103	-1	101	8	-1	99	96
70	Cc1ccc(S(=O)(=O)N(C)c2ccc(OCC(=O)O)cc2)cc1	106	99	0	100	8	0	96	100
71	CCc1nonc1NC(=O)c1oc2ccc(F)cc2c1C	123	109	5	111	3	61*	95	109
72	Cc1ccc(C(C)C)cc1OCCn1cncn1	108	101	2	121	-13	1	84	102
73	COc1ccc(C(=O)NC(=O)NC2(C(Cl)(Cl)Cl)OCCO2)cc1	98	91	4	95	4	9	98	95
74	O=C(NC(=S)NNC(=O)c1ccco1)c1ccccc1	103[may fluoresce green]	101[may fluoresce green]	-4	102[may fluoresce green]	-26	2	151*[may fluoresce green]	112[may fluoresce green]
75	O=C1NCCN(C(=O)CCc2nnc(-c3ccsc3)o2)C1c1ccc(F)cc1 (configuration not stated)	92	94	-7	90	4	1	99	100

An unsorted share of the library; 3.5% or so of the library scored in one or more.
